p53ts 32C tox: p53ts cell cytotoxicity, permissive temperature. H1299-p53A138V at 32C, ATP luminescence viability, 24 h. Potency, µM (doses to about 46.1 µM), without a hit: top-dose activity change, negative = cytotoxicity, hits mostly cytotoxic. actives 0.93% (n = 130,000). AID 924;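 also: 0% = DMSO and -100% = full killing by reference compound; nearly all actives have a fitted effect of over 55% in size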
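H1299-p53 A138V cells (temperature-sensitive p53) exposed 24 h to up to 46 uM compound at 32C, where p53 is wild-type in conformation. Viability read as ATP luminescence and normalised to DMSO and 100 uM tamoxifen. AC50 fitted with the Hill equation.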
IkB signaling: suppresses IkB signaling in ABC-DLBCL reporter cells | ABC-DLBCL IkBa-CBG/CBR dual luciferase ratio, 4 h; response scale: scaled: untreated 0%, proteasome inhibitor 100% | Potency, µM (doses to about 57.1 µM), without a hit: at the top dose IkBa stabilization activation | actives 0.04% (n = 110,000) | AID 445; active = well fitted curve in the direction sought with a large enough effect in the signal ratio, not every such curve was filed as active; inconclusive = small, poorly fitted or top-dose-only effect, or a change in a side signal; the % refers to the signal ratio;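 also: the direction sought is a rising ratio; 0% = basal untreated cells and 100% = reference inhibitor full response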
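In this assay, an IκBα–CBG68 fusion accumulates when IKK-driven degradation is blocked; native CBR normalizes for cell number. OCI-Ly3 cells were treated 4 h with compound and doxycycline, then green and red light read after Chroma-Glo addition.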
p53ts 39C tox: kills p53ts cells at the nonpermissive temperature | H1299-p53A138V viability at 39C, ATP luminescence, 24 h | Potency, µM (titrated, usually from 46.1 µM), for the others: top-dose activity change, negative = cell killing, actives largely listed as cytotoxic | actives 1.5% (n = 130,000) | AID 902; also: nearly all actives have a fitted effect of over 55% in size
Imprint erasure: inducers of genomic imprint erasure in mouse ES cells; Potency, µM (doses to about 60.7 µM), inactives show at the highest dose activity change, positive = activation, usual class: activators; actives 0.02% (n = 110,000); mouse ES Peg3-LacZ reporter, beta-gal luminescence, 40 h;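 also: 0% = negative control wells on the plate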
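Imprint erasure is scored as LacZ activity from the silenced maternal Peg3 allele in feeder-free female ES cells cultured 40 h with LIF. Luminescence is normalized to in-plate negative controls and fitted to the Hill equation.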
* hit, by the source's call; ? = inconclusive; / = not tested or not shown; & = joins results of further samples; ! = not active in a repeat; [ ] = remark or other dose. Unless noted, calls follow the shape of the dose curve; as a rule, active = well fitted curve in the direction sought with a large enough effect; inconclusive = small, poorly fitted or top-dose-only effect, or another doubt; inactive = no such curve, though single readings can be large; an effect the other way counts as inactive or inconclusive. Unless noted, % is scaled to controls: 0 for no effect and ±100 for the full control effect; potency is read from the fitted curve at half-maximal effect.

[1] COc1ccc(C(C(=O)NCc2ccccc2)N(C(=O)Cn2nnc3ccccc32)c2ccc(OC)cc2)cc1 (stereo not drawn)
[2] COCCn1c(=O)c(-c2ccc(F)cc2)nc2cnc(OCc3ccccc3)nc21
[3] CCOC(=O)c1[nH]c2ccc(OC)cc2c1NC(=O)N1CCOCC1
[4] COc1cccc(C2=NOC(C(=O)NCc3ccco3)C2)c1 (stereo not drawn)
[5] c1ccc(-n2nnnc2SCCCSc2nc3ccccc3s2)cc1
[6] CCOC(=O)C(CC)Sc1ccc2nnc(CCNS(=O)(=O)c3ccc(C)cc3)n2n1 (stereo not drawn)

Screen / compound no. | 1 | 2 | 3 | 4 | 5 | 6
p53ts 32C tox | -26% | -1% | 1% | 7% | 2% | 5%
IkB signaling | -0.8% | -0.5%[11.4 µM] | -0.2% | 5.4% | 1.5% | -1.1%
p53ts 39C tox | -32% | -5% | 3% | -1% | -8% | -8%
Imprint erasure | 7%[10.9 µM] | / | -4% | -21% | -13% | -12%[10.9 µM]

The final 4 entries of the part above open the next one:
[3] CCOC(=O)c1[nH]c2ccc(OC)cc2c1NC(=O)N1CCOCC1
[4] COc1cccc(C2=NOC(C(=O)NCc3ccco3)C2)c1 (stereo not drawn)
[5] c1ccc(-n2nnnc2SCCCSc2nc3ccccc3s2)cc1
[6] CCOC(=O)C(CC)Sc1ccc2nnc(CCNS(=O)(=O)c3ccc(C)cc3)n2n1 (stereo not drawn)
[7] CCCC12CN3CC(C)(CN(C1)C31C(=O)Nc3ccc(C)cc31)C2=O (stereo not drawn)
[8] COc1ccccc1C(=O)NCC(=O)Nc1ccccc1
[9] Cc1cc(C)c(NC(=O)Cn2c(=O)nc(-c3ccccc3)c3cc(Cl)ccc32)c(C)c1
[10] CN(c1ccc(C(=O)Nc2ccccc2C(=O)N2CCCC2)cc1)S(C)(=O)=O
[11] Cc1ccc(SCC(=O)Nc2ccc3oc(-c4cccc(C)c4)nc3c2)cc1
[12] CCCCn1c(NCc2ccccc2O)nc2ccccc21

Screen / compound no. | 3 | 4 | 5 | 6 | 7 | 8 | 9 | 10 | 11 | 12
p53ts 32C tox | 1% | 7% | 2% | 5% | 3% | -8% | -12% | -3% | -14% | -1%
IkB signaling | -0.2% | 5.4% | 1.5% | -1.1% | -1.4% | -0.1% | ? | 1.5% | 2.0% | ?
p53ts 39C tox | 3% | -1% | -8% | -8% | 10% | -10% | -14% | -1% | -11% | -12%
Imprint erasure | -4% | -21% | -13% | -12%[10.9 µM] | -15% | 1% | -11%[10.9 µM] | 5% | -13%[10.9 µM] | -19%

[13] CCOc1ccc(C(=O)CN2CCN(S(=O)(=O)c3ccc(F)cc3)CC2)cc1
[14] Cc1cccc(NC(=O)Cn2nnc(C(=O)Nc3ccccc3Br)c2N)c1C
[15] COc1ccc(CCNC2=NCCS2)cc1
[16] CCN(CC)S(=O)(=O)c1ccc(NC(=O)c2c(C)oc3ncnc(N4CCOCC4)c23)cc1
[17] O[Si@](CCCN1CCCCC1)(c1ccc(F)cc1)C1CCCCC1
[18] CCN(CCO)CCCC(C)Nc1ccnc2cc(Cl)ccc12 (stereo not drawn)

Screen / compound no. | 13 | 14 | 15 | 16 | 17 | 18
p53ts 32C tox | -1% | 5% | 2% | -2% | -21% | -6%
IkB signaling | -1.2% | -4.0% | 0.4% | -0.3% | -3.4% | /
p53ts 39C tox | 5% | -3% | -6% | 4% | ? | 1%
Imprint erasure | -22% | 11%[10.9 µM] | -48%[inhibitor] | 6%[10.9 µM] | / | -8%&-12%

[19] O=C(O)c1ccc(S(=O)(=O)Nc2ccc(F)c(Cl)c2)cc1
[20] CC(OC(=O)c1cc2sccc2n1C)C(=O)NCCc1ccccc1 (stereo not drawn)
[21] CC(=O)N1CCCc2cc(S(=O)(=O)N3CCC(C(=O)NCc4ccccc4Cl)CC3)ccc21
[22] CCCCn1c(=O)c2oc3ccccc3c2n(CC(=O)Nc2ccc(CC)cc2)c1=O
[23] O=C(c1cc2ccccc2oc1=O)N1CCCC1
[24] Cc1ccccc1S(=O)(=O)Cc1ccc(C(=O)N2CCN(c3cccc(C)c3C)CC2)o1

Screen / compound no. | 19 | 20 | 21 | 22 | 23 | 24
p53ts 32C tox | 3% | 4% | 16% | 3% | 0% | ?
IkB signaling | 10% | 0.7% | 1.1% | -0.6% | 4.6% | ?
p53ts 39C tox | -1% | -13% | -14% | -9% | 4% | 13µM*
Imprint erasure | -6% | -13% | -13%[10.9 µM] | -12%[10.9 µM] | -8% | -34%[inhibitor]

4 records picked at random from the list so far, as already listed:
[22] CCCCn1c(=O)c2oc3ccccc3c2n(CC(=O)Nc2ccc(CC)cc2)c1=O
[23] O=C(c1cc2ccccc2oc1=O)N1CCCC1
[19] O=C(O)c1ccc(S(=O)(=O)Nc2ccc(F)c(Cl)c2)cc1
[24] Cc1ccccc1S(=O)(=O)Cc1ccc(C(=O)N2CCN(c3cccc(C)c3C)CC2)o1

Screen / compound no. | 22 | 23 | 19 | 24
p53ts 32C tox | 3% | 0% | 3% | ?
IkB signaling | -0.6% | 4.6% | 10% | ?
p53ts 39C tox | -9% | 4% | -1% | 13µM*
Imprint erasure | -12%[10.9 µM] | -8% | -6% | -34%[inhibitor]

(more compounds)
[25] CCCNC(=O)CCn1nc(-c2ccc(C)cc2)c2ccccc2c1=O
[26] O=C(COc1ccc(F)cc1)NCC1CCCO1 (stereo not drawn)
[27] CCOc1ccc(OCC)c(NC(=O)c2cc(-c3cccs3)nc3ccccc23)c1
[28] COc1ccc(C)cc1NC(=O)CN1C(=O)CSc2ccc(S(=O)(=O)N3CCCC3)cc21
[29] CCOC(=O)c1c(-c2ccccc2)nnn1-c1nc(OCC)nc(N2CCCCC2)n1
[30] COc1cccc(CNC(=O)C(C)n2c(=O)cc(-c3ccccc3)c3c(C)nn(C)c32)c1 (stereo not drawn)

Screen / compound no. | 25 | 26 | 27 | 28 | 29 | 30
p53ts 32C tox | 7% | -3% | -1% | 9% | -3% | 5%
IkB signaling | ? | -0.2% | ? | -1.5% | ? | ?
p53ts 39C tox | -7% | 17% | ? | 3% | -14% | 5%
Imprint erasure | -9%[10.9 µM] | -2% | 16%[10.9 µM] | -2%[10.9 µM] | -19% | -6%[10.9 µM]

[31] CSc1ccc2c(c1)[C@H](N1CCN(C)CC1)Cc1ccccc1S2
[32] Cc1cc(SCC(=O)NCc2ccc(F)cc2)nc(=O)[nH]1
[33] CCc1ccc(S(=O)(=O)Nc2cc3c(cc2N2CCOCC2)n(C)c(=O)c(=O)n3C)cc1
[34] CNc1cc(OC)c(C(=O)N[C@@H]2CCN(Cc3ccccc3)[C@H]2C)cc1Cl
[35] COCCNC(=O)C(=O)NCC(c1ccc2c(c1)OCO2)N1CCOCC1 (stereo not drawn)
[36] COc1ccc(NCc2cc3cc4c(cc3n(CC(=O)Nc3ccc(C)cc3C)c2=O)OCO4)cc1

Screen / compound no. | 31 | 32 | 33 | 34 | 35 | 36
p53ts 32C tox | 25µM*! | 5% | -9% | -16% | 9% | 9%
IkB signaling | ? | -0.3% | -1.1% | -0.2% | 0.1% | 0.9%
p53ts 39C tox | 32µM* | -15% | -9% | ? | -10% | -17%
Imprint erasure | -20% | -5%[10.9 µM] | -11%[10.9 µM] | -9% | -8%[10.9 µM] | 6%[10.9 µM]

[37] CC1CCN(S(=O)(=O)c2ccc3c(c2)oc(=O)n3CC(=O)NCc2ccc(F)cc2)CC1
[38] O=C(O)C1CCCN1S(=O)(=O)c1ccc2c(c1)CCC2 (stereo not drawn)
[39] COc1ccc(NC(=O)C(NC(=O)C2CCC(C)CC2)C(C)C)cc1 (stereo not drawn)
[40] CCOc1ccc(CNC(=O)C2CCCN(S(C)(=O)=O)C2)cc1OC (stereo not drawn)
[41] COc1ccc(-c2nnc3n2N=C(c2ccccc2)CS3)cc1OC
[42] CCOC(=O)C1C(=O)CC(C)(O)C(C(=O)OCC)C1/C=C/c1ccccc1 (stereo not drawn)

Screen / compound no. | 37 | 38 | 39 | 40 | 41 | 42
p53ts 32C tox | 18% | -2% | -5% | 1% | -5% | 2%
IkB signaling | ? | -0.3% | ? | -1.4% | -1.1% | 2.2%
p53ts 39C tox | -14% | -2% | 14% | 2% | 7% | -2%
Imprint erasure | -19%[10.9 µM] | 12% | -2%[10.9 µM] | -1% | -13% | -8%

[43] CCc1ccc(N/C(SCc2cccc(F)c2)=C(/C#N)C(=O)NCc2ccco2)cc1
[44] COC(=O)c1ccc(Cn2nnc3sc4c(c3c2=O)CCC(C)C4)cc1 (stereo not drawn)
[45] Cc1cc2c(cc1S(N)(=O)=O)S(=O)(=O)CCC2
[46] COc1cccc(NC(=O)c2oc3ccccc3c2NC(=O)c2ccccc2C)c1
[47] COc1ccccc1Nc1ncccc1C(=O)O
[48] CCN(C(=O)CSc1nncs1)c1c(N)n(Cc2ccccc2)c(=O)[nH]c1=O

Screen / compound no. | 43 | 44 | 45 | 46 | 47 | 48
p53ts 32C tox | 13% | 2% | 6%[20.6 µM] | -1% | -1% | 0%
IkB signaling | ? | ? | -0.2%[25.6 µM] | ? | 1.8% | 0.2%
p53ts 39C tox | 1% | 21% | 6%[20.6 µM] | -6% | -4% | -13%
Imprint erasure | -12% | 11%[10.9 µM] | 24%[16.8 µM] | ? | -8% | -9%

[49] CCN(CCCNC(=O)C1CCC(=O)N1C1CCCC1)c1cccc(C)c1 (stereo not drawn)
[50] O[C@@H](c1cc(C(F)(F)F)nc2c(Cl)cc(Cl)cc12)[C@@H]1CCCCN1
[51] O=C(c1ccc2c(c1)[nH]c(=S)n1c3ccccc3nc21)N1CCN(c2ncccn2)CC1
[52] CCOc1ccc(NC(=O)C(C)n2c(=O)cc(-c3ccccc3)c3c(C)nn(C)c32)cc1 (stereo not drawn)
[53] O=C(O)CSCc1cnn(-c2ccccc2)c1-n1cccc1
[54] CCCCN(CC)C(=O)CSc1c2c(nc3ccc(Cl)cc13)CCCC2

Screen / compound no. | 49 | 50 | 51 | 52 | 53 | 54
p53ts 32C tox | 2% | 17%[9.22 µM] | -1% | 5% | 3% | ?
IkB signaling | 1.2% | -0.1%[11.4 µM] | 2.6% | -0.4% | 0.4% | ?
p53ts 39C tox | -8% | 3%[9.22 µM] | -8% | 13% | -14% | ?
Imprint erasure | -17% | / | -8% | 2%[10.9 µM] | -4% | ?

[55] Cc1ccc(C(=O)CSc2nnc(-c3ccccc3)n2-c2ccccc2)cc1
[56] CCN(CC)C(=O)Cn1c(=O)n(-c2ccc(Cl)cc2)c(=O)c2c3c(sc21)CCCCC3
[57] Cc1ccc(C)c(CN2C(=O)c3ccccc3Sc3ccc(C(=O)NCc4ccco4)cc32)c1
[58] O=C(CN1C(=O)CCS(=O)(=O)c2ccccc21)Nc1cccc(Cl)c1
[59] CCOc1ccc(NC(=O)C2CC(=O)N(c3cc(C)cc(C)c3)C2)cc1 (stereo not drawn)
[60] COCCn1c(SCC(=O)c2c(C)[nH]c3ccccc23)nc2cc(C(=O)NC(C)C)ccc2c1=O

Screen / compound no. | 55 | 56 | 57 | 58 | 59 | 60
p53ts 32C tox | -2% | 8% | 18% | 11% | 15% | -2%
IkB signaling | 0.8% | ? | 2.5% | 4.7% | 3.6% | ?
p53ts 39C tox | 19% | -23% | -23% | -1% | 10% | -5%
Imprint erasure | 9%[10.9 µM] | -8%[10.9 µM] | -13%[10.9 µM] | -10% | -5% | 10%[10.9 µM]

[61] NC1CCN(c2cccc(Cl)n2)CC1
[62] Cc1cc(C)nc(NCCCc2ccccc2)n1
[63] CCC(Cc1ccccc1)NC(=O)c1ccc2nc(N3CCC(C)CC3)sc2c1 (stereo not drawn)
[64] COC(=O)c1sccc1S(=O)(=O)N1CCN(c2cc(Cl)ccc2C)CC1
[65] COc1ccc(-c2nc(C)c(CCNC(=O)c3cccc(C)c3)s2)cc1OC
[66] COc1cccc(NC(=O)CN(c2ccc(C)cc2)S(=O)(=O)c2c(C)nn(C)c2C)c1

Screen / compound no. | 61 | 62 | 63 | 64 | 65 | 66
p53ts 32C tox | -4%&-4% | -9% | -6% | 17% | -4% | -3%
IkB signaling | -0.2%&0.5% | 1.0% | 9.9% | 0.9% | -1.7% | ?
p53ts 39C tox | -12%&18% | -6% | -21% | -24% | ? | -16%
Imprint erasure | -26%&-24% | -6% | -13%[10.9 µM] | -18%[10.9 µM] | -14%[10.9 µM] | -8%

From PubChem BioAssay
